Screening results: PubChem, National Center for Advancing Translational Sciences (NCATS)
12-LOX inh – inhibitors of human 12S-lipoxygenase ALOX12; P18054; purified 12hLO, xylenol orange hydroperoxide absorbance; Potency, µM (doses to about 108 µM), without a hit: top-dose activity change, negative = inhibition, actives largely listed as inhibitors; 580,000 compounds, 1.1% hits; AID 1671190; note: potency is the fitted concentration of half-maximal effect; % is set by controls: 0 for no effect and ±100 for the full control effect
Target sequence (P18054 whole entry, looked up): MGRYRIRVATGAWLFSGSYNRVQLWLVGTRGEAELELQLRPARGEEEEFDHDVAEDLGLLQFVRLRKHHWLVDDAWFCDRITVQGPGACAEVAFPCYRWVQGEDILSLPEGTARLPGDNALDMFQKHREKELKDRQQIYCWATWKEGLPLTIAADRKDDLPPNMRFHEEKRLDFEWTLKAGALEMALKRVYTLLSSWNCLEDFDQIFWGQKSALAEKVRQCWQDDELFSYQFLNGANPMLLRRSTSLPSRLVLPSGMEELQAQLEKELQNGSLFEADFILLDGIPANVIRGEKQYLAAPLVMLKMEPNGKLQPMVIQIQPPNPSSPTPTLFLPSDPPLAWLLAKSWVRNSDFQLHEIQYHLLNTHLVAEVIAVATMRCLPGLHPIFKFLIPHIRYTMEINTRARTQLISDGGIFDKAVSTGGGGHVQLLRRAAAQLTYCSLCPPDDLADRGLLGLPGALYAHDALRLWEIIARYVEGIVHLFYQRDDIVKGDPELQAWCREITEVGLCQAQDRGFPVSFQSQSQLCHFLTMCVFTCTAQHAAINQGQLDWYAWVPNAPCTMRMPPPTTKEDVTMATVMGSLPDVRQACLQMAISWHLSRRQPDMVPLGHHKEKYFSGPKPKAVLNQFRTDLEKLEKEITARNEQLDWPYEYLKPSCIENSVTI
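Hydroperoxide product was detected by ferrous iron/xylenol orange as the 573 to 405 nm absorbance ratio. Arachidonic acid at 40 uM (final) was turned over for 30 min at room temperature by 150 nM human 12hLO, pH 7.0 Hepes buffer, after 15 min compound preincubation.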
LDHA inh – LDHA (human) enzyme inhibition. 480,000 compounds, 0.15% hits. activity change, % (values are at about 110 or 230 µM). AID 1347041. P00338. purified LDHA, NADH/diaphorase-resazurin fluorescence; active compounds read low; in the data active = activity change below about -30%; inconclusive = mostly about -25% to -30%;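 note: plate controls were DMSO wells for no effect and wells without enzyme for full effect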
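Human LDH5 at 2 nM final in Tris HCl pH 7.4 with 0.06 mM NADH and 0.2 mM pyruvate, reacted 5 minutes at room temperature. Remaining NADH coupled via diaphorase/resazurin; resorufin fluorescence read at 0 and 20 minutes, normalized to enzyme-free and DMSO wells.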
Vif-A3G inh – blocks the Vif interaction with human APOBEC3G | HeLa A3G-eYFP + Vif (tagged APOBEC3G with the HIV-1 protein that degrades it), YFP fluorescence, overnight | Q9HC16 | 410,000 compounds, 0.076% hits | Potency, µM (highest dose often 46.1 µM), without a hit: at the top dose activity, negative = active, usual class: inhibitors;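 note: potency is the fitted concentration of half-maximal effect; % is set by controls: 0 for no effect and ±100 for the full control effect; nearly all actives have a fitted effect of over 60% in size; hits raise eYFP signal because A3G escapes Vif-driven loss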
Target sequence (Q9HC16 whole entry, looked up): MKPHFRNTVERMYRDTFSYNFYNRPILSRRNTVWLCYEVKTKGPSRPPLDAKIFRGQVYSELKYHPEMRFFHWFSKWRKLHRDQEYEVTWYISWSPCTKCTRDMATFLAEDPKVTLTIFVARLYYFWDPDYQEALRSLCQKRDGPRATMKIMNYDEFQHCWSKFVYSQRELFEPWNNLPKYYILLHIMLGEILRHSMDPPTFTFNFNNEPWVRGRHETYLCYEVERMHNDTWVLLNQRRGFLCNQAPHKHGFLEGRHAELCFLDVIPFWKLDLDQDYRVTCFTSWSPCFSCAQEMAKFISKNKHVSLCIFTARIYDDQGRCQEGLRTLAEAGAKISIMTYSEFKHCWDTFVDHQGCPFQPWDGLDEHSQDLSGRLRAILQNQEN
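Read-out is eYFP fluorescence (Ex 488/Em 500-530) from Vif-expressing HeLa A3G-eYFP cells; more signal means A3G escaped Vif-mediated degradation. Cells plated overnight, compound pinned in, incubated overnight at 37 deg C.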
D2 ag – D2 dopamine receptor (human) agonism. 340,000 compounds, 0.53% hits. activation, % at 2 µM. AID 485358. P14416. HEK293 T-REx D2 cells, calcium flux agonist mode;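 active = activation over 3 SD above normal in the single-dose calcium agonist read, cut at about 30% in these data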; note: 0% is about no effect
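Tetracycline-induced HEK293 Trex cells with D2 receptor force-coupled to calcium signaling, plated overnight at 30 C and loaded with no-wash calcium dye. Calcium flux read kinetically for 180 s after compound addition; responses flag agonists.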
Vif-A3F inh – inhibitors of Vif-A3F interaction; HeLa A3F-eYFP + Vif (tagged APOBEC3F with the HIV-1 protein that degrades it), YFP fluorescence increase; Potency, µM (doses to about 46.1 µM), for the others: at the highest dose activity, negative = active; 390,000 compounds, 0.2% hits; AID 602313; note: potency is the fitted concentration of half-maximal effect; % of control where 0% means no effect; nearly all actives have a fitted effect of over 65% in size
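HeLa cells stably expressing A3F-eYFP plus Vif, plated and incubated overnight at 37 deg C, then exposed to compounds overnight at 37 deg C. Blocked degradation read as raised yellow fluorescence (Ex 488/Em 500-530).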
ERG Ets-DNA blk – blocks human ERG Ets domain binding to DNA. P11308. fluorescence polarization, His-ERG Ets domain / labelled DNA. Potency, µM (top dose mostly 76.9 µM), without a hit: at the top dose FP activity, negative = inhibition, actives largely listed as inhibitors. 370,000 compounds, 0.028% hits. AID 624246; active = well fitted inhibition curve with a large enough effect in the polarisation, with a control signal flat; inconclusive = small, poorly fitted or top-dose-only effect, or effect the other way, or a change in a side signal; inactive = no such curve, though single readings can be large or run the other way; the % refers to the polarisation;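 note: polarization taken with two DNA probes labelled with fluorescein and Texas red; potency is the fitted concentration of half-maximal effect; % of control where 0% means no effect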
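His-tagged ERG Ets domain (1 uM in the protein solution; 300mM KCl, 50mM Tris-HCl, 1mM EDTA, 1mM DTT, pH 7.5) received compound, then a probe mix of 5 nM fluorescein-DNA and 100nM Texas-615-DNA. Fluorescence polarization was read for both dyes.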
D2 antag – D2 dopamine receptor (human) antagonism; 340,000 compounds, 2% hits; HEK293 TREx D2 cells, calcium flux, dopamine EC80; AID 485344; inhibition, % at 10 µM; P14416; in the data active = inhibition above about 30%; note: 0% is about no effect
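Measurement of antagonist activity uses fluorescent calcium dye in inducible HEK293 T-REx D2 cells: 10 s baseline, compound addition with 180 s read, EC80 dopamine addition with a further 180 s read.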
RGS4 inh – human RGS4 inhibition; P49798; Transcreener GDP fluorescence polarization, RGS4-accelerated GTP hydrolysis; Potency, µM (titrated, usually from 114 µM), for the others: at the highest dose activity change, negative = inhibition, hits mostly inhibitors; 390,000 compounds, 0.039% hits; note: potency is the fitted concentration of half-maximal effect; % is set by controls: 0 for no effect and ±100 for the full control effect; nearly all actives have a fitted effect of over 75% in size; some results filed as inactive show a strong effect at the top dose
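MLSMR compounds (23 nl, pin-transferred) preincubated 10 min at room temperature with a 500nM (2x) first reagent, then RGS4 at 900nM (2x) plus Transcreener GDP mix added; fluorescence polarization (620/688 nm) read before and after 90 min at 30 °C.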
Glioma ERSR ind – inducers of ER stress response in human glioma cells. 420,000 compounds, 0.02% hits. U87-MG GRP78 promoter luciferase reporter, 16 h. Potency, µM, for the others: at the top dose activation, most hits filed as activators; note: potency is the fitted concentration of half-maximal effect; series mostly up to about 76 µM; % of control where 0% means no effect; nearly all actives have a fitted effect of over 35% in size
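Stably transfected U87-MG glioma cells carrying a GRP78-based luciferase sensor; 16 h compound incubation. Luminescence end-point read 10 min after Bright-Glo addition at room temperature.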
* hit, by the source's call; ? = inconclusive; / = no result given; & = joins results of further samples; [ ] = dose if it differs, or a comment. Unless noted, calls come from the whole dose curve; as a rule, active = well fitted curve in the direction sought with a large enough effect; inconclusive = small, poorly fitted or top-dose-only effect, or another doubt; inactive = no such curve, though single readings can be large; an effect the other way counts as inactive or inconclusive. Not all compounds are listed. The share of hits here may be higher or lower than overall.

SMILES	12-LOX inh	LDHA inh	Vif-A3G inh	D2 ag	Vif-A3F inh	ERG Ets-DNA blk	D2 antag	RGS4 inh	Glioma ERSR ind
OC[C@H]1O[C@@H](c2nc(-c3cccc4ccccc34)no2)[C@H](O)[C@@H]1O	-6%	-7	-3%	/	/	/	/	/	-1%
CCOC(=O)[C@@H]1[C@H]2COc3ccc(Br)cc3[C@@H]2N2C(=O)N(c3ccc(OC)cc3)C(=O)[C@@]12C	2%	-2	0%	/	-3%	4%	/	4%	-3%
CN(C)/C=C1\C(=O)NN=C1C(F)(F)F	-11%	-14	1%	-0.6	3%	-11%	10	15%	2%
C/C(CC(=O)Nc1cccc2c1CCCC2)=N\NC(=O)Cc1ccccc1	11%	-2	2%	1.8	-5%	-6%	-4	-4%	3%
O=C(CN1CCCC1)N1CCN(c2ccccc2)CC1	6%	1	0%	0.4	5%	-1%	7	-20%	1%
O=C(Cn1c2ccc(F)cc2c2nc3n(c(=O)c21)CCS3)NCC1CCCO1 (stereo not drawn)	-4%	3	-2%	-0.3	7%	10%	-31	-15%	-4%
COc1cc(/C=C(\C#N)c2ccccn2)ccc1OCc1ccccc1	-28%	-5	-4%	/	-7%	-5%	/	-24%	1%
Cc1cccc(-n2c(=O)c3c(c4cc(C)ccc4n3C)n(CC(=O)Nc3ccccc3C(F)(F)F)c2=O)c1	-3%	-3	-4%	0.0	-2%	0%	/	20%	-1%
Cc1ccc(NC(=O)CSc2ccc(Br)cc2)cc1S(=O)(=O)N1CCOCC1	-23%	-5	1%	-0.2	?	7%	-8	-21%	1%
CC(=O)c1cccc(NC(=S)NC(=O)c2ccc(Br)cc2)c1	-25%	-3	-7%	0.1	7%	-11%	4	-11%	-1%
Cc1ccc(N2C(=O)c3[nH]nc(-c4ccc(Cl)cc4)c3C2c2ccc(F)cc2)cc1 (stereo not drawn)	0%	1	-13%	0.8	8%	-7%	/	4%	-7%
COc1cc(C(=O)OCC(=O)Nc2ccccc2)cc2c1OCCO2	-29%	-12	-5%	/	-10%	/	/	/	-2%
CCN(CC)C(=O)Cn1c(=O)n(-c2ccccc2)c(=O)n1CC(=O)N(CC)CC	6%[57.4 µM]	-4	1%	-1.3	0%	/	-11	14%	-1%
O=C(CCNS(=O)(=O)c1ccccc1)NCCSc1ccc(Br)cc1	428%[activator]	-12	-9%	-0.3	-4%	6%	45*	-4%	-6%
CCOc1ccc(N2CC(O)=C(c3nc4ccccc4c(=O)[nH]3)C2=N)cc1	?	-3	3%	18	4%	-4%	0	16%	-3%
Cc1cccc(NC(=O)N2CC=C(c3c[nH]c4ccccc34)CC2)c1C	37%[activator]	-4	?	2.1	11µM*	-1%	/	-3%	1%
Cc1ccc(S(=O)(=O)N(CC(O)Cn2c3ccccc3c3ccccc32)c2cccc(C(=O)NCCO)c2)cc1 (stereo not drawn)	?	1	-9%	-0.6	1%	2%	/	3%	-4%
COc1cccc(Nc2nc(-c3ccc4c(c3)OCCO4)cs2)c1	?	-5	-26%	0.0	-12%	2%	0	2%[11.4 µM]	1%
CS(=O)(=O)Nc1cccc(C(=O)OCCCOc2ccc(F)cc2)c1	-7%	1	2%	0.4	0%	1%	1	-20%	1%
CC(c1cccs1)N(Cc1ccco1)C(=O)Nc1ccc(Cl)c(Cl)c1 (stereo not drawn)	-30%	-6	4%	1.7	-8%	2%	-9	9%	-1%
CC(C)(C)c1ccc(C(=O)N2CCN(c3ccc(N4CCOCC4)nn3)CC2)cc1	13%	-4	0%	/	-15%	18%	/	-28%	-2%
O=C(NC1CCCCCCC1)c1c(Cl)cccc1Cl	416%[activator]	-18	2%	/	6%	0%	/	15%	-1%
CCCCCc1ccc(-c2cn(CCc3c[nH]c4ccccc34)nn2)cc1	6%	2	-1%&-5%	0.3	-3%	-3%	4	-16%	1%&-6%
CC1CCCCN1C(=O)Nc1cccc(C(F)(F)F)c1 (stereo not drawn)	13%	-8	1%	-0.1	6%	9%	-6	-1%	2%
O=C(O)c1ccc(CCCc2ccccc2)cc1	-16%	-16	-1%	/	-10%	2%	/	-8%	3%
The list goes on.
SMILES	12-LOX inh	LDHA inh	Vif-A3G inh	D2 ag	Vif-A3F inh	ERG Ets-DNA blk	D2 antag	RGS4 inh	Glioma ERSR ind
Cc1ccc(NC(=O)CCN2C(=O)c3ccccc3S2(=O)=O)cc1F	8%	-4	0%	-0.4	10%	9%	-14	-4%	-3%
COCCOC(=O)N1CCCCC1c1cc(C(=O)NCc2ccc(Cl)c(Cl)c2)no1 (stereo not drawn)	1%	0	0%	/	/	/	/	/	-3%
CC(=O)Nc1cncc(-c2ccccc2F)n1	8%	-7	-2%	/	/	/	/	/	2%
COC(=O)c1nc(NC2=NCCCCC2)n[nH]1	0%	2	0%	-1.2	-10%	15%	1	-47%	-3%
O=C(CSc1nnc(-c2ccco2)o1)NC1CCCCC1	10%	-4	-4%	0.5	8%	1%	5	-9%[11.4 µM]	-1%
CCNC(=S)N1CCN(S(=O)(=O)/C=C/c2ccccc2)CC1	-9%	3	0%	0.0	-1%	7%	-3	-30%	-4%
COc1ccc(-c2nnc(SCC(=O)c3ccc(O)cc3O)o2)cc1	-8%	-8	1%	-0.3	-15%	2%	8	-14%	4%
Cc1cc(C)cc(Oc2ccccc2/C=N\O)c1	-11%	1	-17%	1.0	1%	8%	2	-17%	-3%
COc1cc(NC(N)=S)c(OC)cc1Cl	0%	-2	-1%	0.1	-8%	-3%	-4	-11%	-4%
O=C(Cn1cc(C(=O)c2ccco2)c2ccccc21)NC1CCCC1	-29%	-1	-12%	-0.6	-2%	-3%	-17	-6%	-7%
CC(=O)NS(=O)(=O)c1ccc(NC(=O)c2ccc(S(=O)(=O)N3CCCC3)cc2)cc1	13%	-9	7%	0.9	9%	1%	0	14%	-5%
C=CCN1C(=NC(=O)CCCC(=O)O)SC2CS(=O)(=O)CC21 (stereo not drawn)	-2%	0	-5%	0.8	5%	-9%	-24	16%	-6%
CCN(CC)CCCNC(=O)c1ccc(Cl)c(S(=O)(=O)Nc2ccccc2OC)c1	?	0	2%	0.4	-8%	3%	0	29%	1%
Nc1nc(NCCCN2CCOCC2)nc(Nc2ccc(Cl)cc2)c1[N+](=O)[O-]	?	-15	0%	2.8	-16%	-2%	19	11%	-4%
CCOC(=O)N1CCN(S(=O)(=O)c2cc(OCC(N)=O)c(C)cc2Cl)CC1	13%	-4	1%	-0.4	-14%	-1%	-15	5%	0%

Filtered by structure: those above containing a Cl atom
SMILES	12-LOX inh	LDHA inh	Vif-A3G inh	D2 ag	Vif-A3F inh	ERG Ets-DNA blk	D2 antag	RGS4 inh	Glioma ERSR ind
Cc1ccc(N2C(=O)c3[nH]nc(-c4ccc(Cl)cc4)c3C2c2ccc(F)cc2)cc1 (stereo not drawn)	0%	1	-13%	0.8	8%	-7%	/	4%	-7%
CC(c1cccs1)N(Cc1ccco1)C(=O)Nc1ccc(Cl)c(Cl)c1 (stereo not drawn)	-30%	-6	4%	1.7	-8%	2%	-9	9%	-1%
O=C(NC1CCCCCCC1)c1c(Cl)cccc1Cl	416%[activator]	-18	2%	/	6%	0%	/	15%	-1%
COCCOC(=O)N1CCCCC1c1cc(C(=O)NCc2ccc(Cl)c(Cl)c2)no1 (stereo not drawn)	1%	0	0%	/	/	/	/	/	-3%
COc1cc(NC(N)=S)c(OC)cc1Cl	0%	-2	-1%	0.1	-8%	-3%	-4	-11%	-4%
CCN(CC)CCCNC(=O)c1ccc(Cl)c(S(=O)(=O)Nc2ccccc2OC)c1	?	0	2%	0.4	-8%	3%	0	29%	1%
Nc1nc(NCCCN2CCOCC2)nc(Nc2ccc(Cl)cc2)c1[N+](=O)[O-]	?	-15	0%	2.8	-16%	-2%	19	11%	-4%
CCOC(=O)N1CCN(S(=O)(=O)c2cc(OCC(N)=O)c(C)cc2Cl)CC1	13%	-4	1%	-0.4	-14%	-1%	-15	5%	0%

In the list so far, 2 have a COOH group:
SMILES	12-LOX inh	LDHA inh	Vif-A3G inh	D2 ag	Vif-A3F inh	ERG Ets-DNA blk	D2 antag	RGS4 inh	Glioma ERSR ind
O=C(O)c1ccc(CCCc2ccccc2)cc1	-16%	-16	-1%	/	-10%	2%	/	-8%	3%
C=CCN1C(=NC(=O)CCCC(=O)O)SC2CS(=O)(=O)CC21 (stereo not drawn)	-2%	0	-5%	0.8	5%	-9%	-24	16%	-6%
